From PubChem BioAssay
K1F lysis inhibition: inhibition of K1F phage lysis, E. coli UTI89, bacterial capsule biogenesis inhibitors, alamar blue (AID 488966) | E. coli UTI89 K1F phage lysis, alamar blue, 2 h; higher % means a stronger effect | inhibition, % at 100 µM, or IC50 in µM where a hit was titrated | 340,000 compounds, 0.02% hits;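 active = phage lysis inhibition, versus mean bacterial control, above a set limit; inconclusive = no clear call, values can overlap the other calls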;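 also: capsule biogenesis inhibitors block K1F phage lysis so surviving cells raise fluorescence; higher fluorescence means more inhibition of phage lysis; actives were called in the ten point dose series up to 300 µM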
M1AAP inhibition: P. falciparum M1AAP inhibitors, biochemical, fluorogenic H-Leu-NHMec substrate, 1536-well (AID 1445); one-dose inhibition, % at 30 µM; IC50 in µM for titrated hits; recombinant M1AAP, H-Leu-NHMec fluorogenic kinetic assay; higher % means a stronger effect; 220,000 compounds, 0.42% hits;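 active = primary inhibition above the hit cutoff, then over 50% inhibition at one or more dose response concentrations, cut at about 23% in these data, passing the limit was not always enough; inconclusive = conflicting primary data, or primary hits not chosen for dose response; inactive = low primary inhibition, or under 50% at every dose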;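 also: plate controls were DMSO full reaction for no effect and no enzyme background for full effect; strong numbers were not always called active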
West Nile antiviral: inhibition of WNV-induced cytopathic effect – cell-based, CPE readout (AID 1621); CPE inhibition, % at 10 µM, or IC50 in µM where a hit was titrated; 290,000 compounds, 0.02% hits; West Nile virus-infected cells, CPE inhibition; higher % means a stronger effect; in the data active = a potency from the dose series; inconclusive = CPE inhibition mostly from about 3.7% at the one dose, without a potency; inactive = the rest, 99 in 100 with CPE inhibition below about 2.2%; also: strong numbers were not always called active
RSV antiviral HEp-2: RSV antiviral activity via CPE protection, HEp-2 cells, primary 10 µM value included (AID 2391). HEp-2 cells, RSV-induced CPE inhibition; higher % means a stronger effect. one-dose CPE inhibition, % at 10 µM; IC50 in µM for titrated hits. 310,000 compounds, 0.13% hits; in the data active = a potency from the dose series; inconclusive = CPE inhibition mostly from about 23% at the one dose, without a potency; inactive = the rest, 99 in 100 with CPE inhibition below about 21%; also: strong numbers were not always called active
M17LAP inhibition: P. falciparum M17LAP inhibitors, primary screen, biochemical, fluorogenic H-Leu-NHMec substrate, 1536-well (AID 1619); recombinant M17LAP, H-Leu-NHMec fluorogenic kinetic assay; higher % means a stronger effect; one-dose inhibition, % at 30 µM; IC50 in µM for titrated hits; 220,000 compounds, 0.38% hits;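 active = compound inhibiting the enzyme by more than half at any dose during confirmatory dose-response retesting; inconclusive = strong single-dose inhibitors picked by rank but not retested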;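 also: plate controls were full reaction with DMSO carrier for no effect and no enzyme background for full effect; strong numbers were not always called active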
T cell HTS: T cell immune modulation candidate; 2C CD8+ T cell-vesicle binding, flow cytometry; hits give low values; calls only at 7 µM; 330,000 compounds, 0.068% hits;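 active = response, share of CD8 T cells binding vesicles, and their 90th percentile fluorescence all below set limits, cut at about 80% in these data, passing the limit was not always enough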
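Material: murine 2C transgenic CD8+ T lymphocytes / Also added: QL9-peptide-loaded Drosophila micro-vesicles bearing Ld, ICAM-1 and B7-1 / Schedule: binding step 1.5 h, 37 °C, antibody labelling 20 min, ice / Signal: flow cytometry, PE anti-B7-1 (FL2) versus Alexa647 anti-CD8 (FL8), PFA-fixed / Evaluation: percent CD8+ FL2 mean versus row control / Benchmarks: naked versus QL9-loaded vesicles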
PMI inhibition: MPI inhibition at elevated mannose 6-phosphate – biochemical, fluorescence intensity, high mannose 6-phosphate, primary screen (AID 1220); inhibition, % at 20 µM; hits with a dose series show IC50 in µM; recombinant PMI enzyme, coupled fluorescence intensity; higher % means a stronger effect; 190,000 compounds, 0.66% hits
TNAP activators: human TNAP enzyme activators, primary screen, biochemical, luminescent, no phosphate acceptor, uHTS (AID 1001). purified TNAP, luminescent activation assay, no phosphate acceptor; higher activation fold means a stronger effect. activation fold at 20 µM, or EC50 in µM where a hit was titrated. 200,000 compounds, 0.03% hits; in the data active = activation fold from about 3, or a potency from the dose series; inactive = the rest, 99 in 100 with activation fold below about 1.6; also: many of its hits are not listed in these tables
PMI inhibitors: inhibitors of human PMI, primary screen, biochemical, fluorescence intensity, coupled assay (AID 1209); purified PMI enzyme, coupled fluorescence intensity; higher % means a stronger effect; inhibition, % at 20 µM; hits with a dose series show IC50 in µM; 190,000 compounds, 0.42% hits;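 also: plate controls were DMSO vehicle for no effect and wells lacking substrate for full effect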
T cell HTS vesicle-bound %: second read-out of T cell HTS, no call of its own (marks repeat the call); double positive events, %; measured here: CD8+ vesicle-bound cell fraction;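 binding gate set so that unloaded-vesicle control wells show 10% double positive cells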
The depositor's hits bear a star; i = inactive; ? = inconclusive; · = no result given; [ ] = another dose, or the depositor's remark. Rule as the data show it, unless noted: active = inhibition above about 50%; inactive = the rest. Not a hit list. About 1.5% of those tested had a hit in this group.

The opening seven compounds, to show the layout:
SMILES | K1F lysis inhibition | M1AAP inhibition | West Nile antiviral | RSV antiviral HEp-2 | M17LAP inhibition | T cell HTS | T cell HTS vesicle-bound % | PMI inhibition | TNAP activators | PMI inhibitors
NS(=O)(=O)c1ccc(NC(=O)COC(=O)c2cccc(S(=O)(=O)N3CCCC3)c2)cc1 | -0.1% | 4% | 0.3% | 1.3% | -4% | i | 39 | · | · | ·
Nc1ccccc1Sc1c[nH]c2ccccc12 | -0.1% | · | 0.3% | 0.6% | · | i | 26 | · | · | ·
CC(=O)NC1(c2ccccc2)CCN(c2nc(C)cc(C)n2)CC1 | 5.5% | -3% | -0.1% | 0.9% | 0% | i | 48 | 1% | 1.2 | 1%
Cc1nc2ccccc2nc(C)c1=NOCc1ccccc1Cl | 1.0% | -1% | -0.8% | 7.8% | 1% | i | 40 | 17% | 1 | 21%
O=C(Nc1ccccc1C(=O)N1CCCCCC1)c1cccc(S(=O)(=O)N2CCOCC2)c1 | 0.6% | 3% | -0.2% | · | -1% | · | · | 11% | 1.1 | 8%
COCCN1Cc2cccc(C(=O)NCc3cccs3)c2C1=O | -0.1% | -4% | -0.7% | 2.2% | 1% | i | 59 | 2% | 1 | -2%
O=C1C=CC(=O)N1CCCCCCN1C(=O)C=CC1=O | · | 4% | -0.4% | -1.4% | -5% | i | 40 | 11% | 1.1 | 30%

This part in full, repeating the preview:
SMILES | K1F lysis inhibition | M1AAP inhibition | West Nile antiviral | RSV antiviral HEp-2 | M17LAP inhibition | T cell HTS | T cell HTS vesicle-bound % | PMI inhibition | TNAP activators | PMI inhibitors
NS(=O)(=O)c1ccc(NC(=O)COC(=O)c2cccc(S(=O)(=O)N3CCCC3)c2)cc1 | -0.1% | 4% | 0.3% | 1.3% | -4% | i | 39 | · | · | ·
Nc1ccccc1Sc1c[nH]c2ccccc12 | -0.1% | · | 0.3% | 0.6% | · | i | 26 | · | · | ·
CC(=O)NC1(c2ccccc2)CCN(c2nc(C)cc(C)n2)CC1 | 5.5% | -3% | -0.1% | 0.9% | 0% | i | 48 | 1% | 1.2 | 1%
Cc1nc2ccccc2nc(C)c1=NOCc1ccccc1Cl | 1.0% | -1% | -0.8% | 7.8% | 1% | i | 40 | 17% | 1 | 21%
O=C(Nc1ccccc1C(=O)N1CCCCCC1)c1cccc(S(=O)(=O)N2CCOCC2)c1 | 0.6% | 3% | -0.2% | · | -1% | · | · | 11% | 1.1 | 8%
COCCN1Cc2cccc(C(=O)NCc3cccs3)c2C1=O | -0.1% | -4% | -0.7% | 2.2% | 1% | i | 59 | 2% | 1 | -2%
O=C1C=CC(=O)N1CCCCCCN1C(=O)C=CC1=O | · | 4% | -0.4% | -1.4% | -5% | i | 40 | 11% | 1.1 | 30%
CCN(CC)CCC(c1ccc2c(c1)OCO2)c1c(O)cc(OC)cc1OC (stereo not drawn) | 1.9% | 0% | 0.1% | 0.6% | -9% | i | 50 | · | · | ·
CC(=O)c1ccc(N2CCN(CC(=O)Nc3ccc(N4CCOCC4)cc3)CC2)cc1 | · | 3% | -0.7% | -1.5% | 5% | i | 46 | 10% | 1 | -3%
CCC1CN(C(=O)NCc2ccccc2)c2ccccc2O1 (stereo not drawn) | 1.8%[50 µM] | · | -1.1% | 1.8% | · | i | 12 | · | · | ·
COc1ccc(C2NC(=S)N3C(c4ccc(OC)cc4)NC(=S)N23)cc1 (stereo not drawn) | -0.1% | -1% | 0.1% | 0.8% | 35% | i | 4 | 9% | 1.2 | 45%
CCOC(=O)c1ccccc1NC(=O)c1c(F)c(F)c(F)c(F)c1F | 0.1% | 1% | ? | 2.0% | -4% | i | 40 | -2% | 1 | 4%
CCOC(=O)Cc1csc(NS(=O)(=O)c2ccc([N+](=O)[O-])cc2)n1 | 0.1% | · | -0.2% | 1.1% | · | i | 51 | · | · | ·
CCN1CCN(Cc2nc3c(c(=O)n(C)c(=O)n3C)n2Cc2ccccc2Cl)CC1 | · | -6% | -0.1% | · | 2% | · | · | -1% | 1.1 | 3%
OCCCc1nc2n(n1)C(c1ccccc1Cl)C=C(c1cccs1)N2 (stereo not drawn) | -1.6% | 14% | 0.0% | -1.4% | -81% | i | 36 | -59% | 0.9 | -29%
CC1CCN(C(=O)CSc2nnc(CNC(=O)COc3ccc(Cl)cc3)o2)CC1 | 1.1% | 3% | -0.4% | 1.0% | -5% | i | 39 | 0% | 1.3 | -4%
COc1ccc(-c2cc3c(=O)n(CC(=O)NCc4ccc(F)cc4)ncn3n2)cc1 | 4.5% | · | 2.1% | 4.9% | · | i | 32 | · | · | ·
CCOC(=O)c1cc2nc(Nc3ccc(OC)cc3)sc2s1 | 1.5% | 7% | 0.3% | 7.8% | -5% | i | 25 | -14% | 1.1 | -4%
Cc1ccc2c(c1)NC(=O)C(CC(=O)NCCCN1CCN(c3cc(C)ccc3C)CC1)O2 (stereo not drawn) | 10% | 10% | · | -1.5% | 3% | i | 42 | 10% | 1 | 5%
O=c1oc(Cc2ccccc2)nc2ccccc12 | 0.0%[50 µM] | · | 0.2% | 1.3% | · | i | 32 | · | · | ·
Cn1cnnc1SCC(=O)Nc1ccccc1C(=O)NC1CC1 | 0.0% | -2% | 0.1% | 0.8% | -8% | i | 62 | 6% | 1.1 | 14%
COC(=O)c1c(-c2c(Cl)cccc2Cl)noc1NC(=O)NN1CCOCC1 | 0.0% | -4% | -0.4% | 1.4% | 1% | i | 31 | · | · | ·
O=C(COC(=O)/C=C/c1ccc(Cl)cc1)NCCC1=CCCCC1 | 1.6%[50 µM] | -1% | 0.3% | 0.2% | -10% | i | 48 | -6% | 1 | -14%
Cc1ccc(S(=O)(=O)NCc2nc3nc(C)cc(C)n3n2)c(C)c1 | -0.7% | · | 0.1% | 1.1% | · | i | 30 | · | · | ·
N#C/C(=C\c1ccccc1)C(=O)Nc1cccnc1 | 5.2% | 2% | ? | · | -1% | i | 38 | · | · | ·
CC(C)N(Cc1nccn1C)C(=O)c1ccc(OC2CCN(C(=O)C3CC3)CC2)cc1 | 0.5%[50 µM] | 2% | 0.2% | -0.8% | -11% | i | 21 | 7% | 1.1 | 12%
O=C(c1ccc(Cl)c(S(=O)(=O)N2CCCCC2)c1)N1CCN(Cc2ccccc2)CC1 | 0.9%[50 µM] | · | -1.1% | 8.6% | · | i | 15 | · | · | ·
NC(=O)CN(c1ccc([N+](=O)[O-])cc1)S(=O)(=O)c1ccccc1 | -1.9% | 3% | 1.3% | 0.0% | -4% | i | 39 | · | 1.1 | ·
C=CCn1c(SCC(=O)C23CC4CC(CC(C4)C2)C3)nc(O)cc1=O | · | 5% | -0.3% | -0.1% | 9% | i | 22 | · | · | ·
C=CCN(c1cccc(C(F)(F)F)c1)S(=O)(=O)c1cccc(C(=O)OCC(=O)NCCC)c1 | 0.1% | 2% | 1.3% | 2.8% | 6% | i | 61 | 16% | 1.1 | 21%
Cn1c(N)c(C(=O)Nc2ccccc2F)sc1=S | -0.2% | 4% | -0.1% | 0.0% | 10% | i | 16 | · | · | ·
COc1ccc(OC)c(C(C(=O)NC2CCCCC2)N(C(=O)c2snc(C(N)=O)c2N)c2ccccc2OC)c1 (stereo not drawn) | 0.0% | · | -0.2% | 0.2% | · | i | 45 | · | · | ·
Cc1ccc(O)c(NC(=O)c2noc3c2CCCCC3)c1 | -0.9% | 4% | -0.2% | 1.5% | 4% | i | 61 | 8% | 1 | 6%
COc1ccc(NC(=O)CN2CCC(NC(=O)C3CCCCC3)CC2)c([N+](=O)[O-])c1 | -0.3% | -1% | -0.1% | 0.0% | 5% | i | 39 | · | 1 | ·
CN1/C(=C/C(=O)C2CC2)C(C)(C)c2ccccc21 | -1.8% | 16% | 1.9% | 0.5% | 4% | i | 34 | -10% | 1.1 | -11%
COc1cc(=O)[nH]c(SCC(=O)Nc2ccc3ccccc3c2)n1 | -0.2% | · | -0.5% | 3.2% | · | i | 49 | · | · | ·
CNC(=O)Nc1cc(C(F)(F)F)cc(C(F)(F)F)c1 | 0.5% | 4% | -0.1% | -1.1% | 8% | i | 57 | · | · | ·
O=C(O)c1cc(O)c2c(c1)C(=O)c1cc(O)cc(O)c1C2=O | -0.3% | 18% | -0.2% | -1.1% | 37% | i | 39 | 17% | 0.7 | -12%
O=C(Cn1ncc2c([nH]c3ccccc32)c1=O)NCCCN1CCN(c2ccccc2)CC1 | 0.3% | · | 0.4% | -0.5% | · | i | 21 | · | · | ·
O=C(NNCc1ccc(O)cc1)c1ccccc1Cl | 0.9% | · | 0.3% | 0.6% | · | i | 29 | · | · | ·
O=C(Nc1cc(S(=O)(=O)N2CCCC2)ccc1OCC(F)(F)F)c1ccc(F)cc1 | 0.8% | 14% | 0.1% | 2.0% | 0% | i | 42 | -18% | 1 | -22%
COc1ccccc1NC(=O)N1CCN(C)CC1 | -0.4% | · | 0.0% | 2.6% | · | i | 20 | 2% | 1.1 | 5%
Cc1c(C(=O)NCCCN2CCCC2=O)oc2ccccc12 | -1.1% | 3% | -0.1% | 1.6% | 3% | i | 30 | 10% | 1.1 | 13%
CCc1ccc(N(CC(=O)Nc2sc3c(c2C(=O)OC)CCCC3)S(C)(=O)=O)cc1 | 0.1% | -5% | -2.0% | 7.5% | -6% | i | 59 | 18% | 1 | 19%
c1ccc2[nH]c(CN3CCCCC3)nc2c1 | 2.7% | 0% | 0.0% | 0.1% | 2% | i | 53 | -1% | 1 | 1%
Cc1ccc(NC(=O)C(Nc2ccccc2)c2ccccc2)cc1 (stereo not drawn) | 0.5% | -5% | -2.0% | 1.5% | 18% | i | 30 | 2% | 1.1 | 12%
C/C(=N/NC(=O)c1ccco1)c1ccc(Br)s1 | 0.0% | · | 0.1% | 0.4% | · | i | 4 | · | · | ·
CN(C)c1ncc(S(=O)(=O)c2ccc(Cl)cc2)c(-c2ccc(Cl)cc2Cl)n1 | 0.4% | -3% | · | 6.5% | 10% | i | 41 | 3% | 1.1 | 7%
